# Screens: PubChem BioAssay, National Center for Advancing Translational Sciences (NCATS)
# Anesthetic bind = binds horse apoferritin like a general anesthetic; P02791; apoferritin/1-aminoanthracene competitive binding, fluorescence; Potency, µM (highest dose often 77.5 µM), inactives show at the highest dose activity change, negative = displacement, actives largely listed as inhibitors; 350,000 tested, 0.074% active; note: % is set by controls: 0 for no effect and ±100 for the full control effect; nearly all actives have a fitted effect of over 20% in size
# Target sequence (P02791 2-175 limits assumed): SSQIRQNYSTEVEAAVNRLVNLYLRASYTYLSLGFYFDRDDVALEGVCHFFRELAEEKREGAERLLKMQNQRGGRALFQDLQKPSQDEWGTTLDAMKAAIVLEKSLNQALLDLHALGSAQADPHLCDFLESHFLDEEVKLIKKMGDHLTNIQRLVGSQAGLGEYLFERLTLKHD
#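 Horse-spleen apoferritin (10 uM) in 50% saturated 1-aminoanthracene in PBS was incubated 10 min at room temperature with compound. Fluorescence (ex 380, em 535 nm) was normalized to free and bound 1-AMA, with concentration-response fitted by a four-parameter Hill equation.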
# APE1 inh = APE1 (human) endonuclease inhibition; recombinant APE1, TAMRA/BHQ-2 abasic DNA cleavage fluorescence; Potency, µM (series often up to 65.8 µM), for inactives: at the highest dose activity change, negative = inhibition, most hits filed as inhibitors; P27695; 350,000 tested, 0.35% active;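 note: plate controls were vehicle for no effect and reference inhibitor for full effect; nearly all actives have a fitted effect of over 55% in size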
#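 Enzyme (0.75 nM final) and test compound are incubated 15 min at room temperature before adding 50 nM quenched THF abasic-site duplex. Cleavage dequenches TAMRA, followed at 525/598 nm over three reads one minute apart.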
# BAZ2B block = blocks human BAZ2B; Q9UIF8; AlphaScreen BAZ2B-H3K14Ac peptide displacement; Potency, µM (doses to about 114 µM), for the others: top-dose activity change, negative = inhibition, actives largely listed as inhibitors; 360,000 tested, 4.4% active; note: % is set by controls: 0 for no effect and ±100 for the full control effect; nearly all actives have a fitted effect of over 60% in size
#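 Compounds, titrated to a top concentration of 110 uM, were incubated 30 min at room temperature with preformed BAZ2B/acetyl-K14 H3 peptide complex (50 nM each). Proximity signal was measured by AlphaScreen after 20 min with beads.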
# BLM inh = Bloom syndrome helicase (human) inhibition; P54132; recombinant BLM DNA unwinding, fluorescence dequenching; Potency, µM (series often up to 56.1 µM), for the others: top-dose activity change, negative = inhibition, most hits filed as inhibitors; 350,000 tested, 0.2% active;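 note: plate controls were vehicle for no effect and no enzyme for full effect; nearly all actives have a fitted effect of over 35% in size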
# Pol iota inh = inhibitors of human DNA polymerase iota; AID 588590; Q9UNA4; 390,000 tested, 1% active; Potency, µM (titrated, usually from 115 µM), inactives show top-dose activity, negative = inhibition, most hits filed as inhibitors; Pol iota fluorescent replication assay, 10 min
#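 Pol iota at 10 nM preincubated 15 min with compounds at room temperature; reaction started with fluorescent substrate, 50 nM final. Fluorescence read kinetically at 0 and 10 min; buffer-only wells as negative control.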
# G9a block = blocks human histone lysine methyltransferase G9a. Q96KQ7. G9a H3K9 monomethylation, AlphaScreen, 2 h. Potency, µM (titrated, usually from 102 µM), without a hit: top-dose activity, negative = inhibition, actives largely listed as inhibitors. 350,000 tested, 8.8% active; note: % is set by controls: 0 for no effect and ±100 for the full control effect; nearly all actives have a fitted effect of over 75% in size
#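 Chemiluminescent proximity detection of H3K9 monomethylation, read after 10 min bead incubation in the dark. Reaction: 20 nM G9a, 500 nM biotin-H3K9 peptide, 20 uM SAM cofactor, 2 h, room temperature, following 15 min enzyme-compound preincubation.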
# POLH inh = blocks human DNA polymerase eta activity; recombinant Pol eta, fluorescent DNA replication assay; Potency, µM (top dose mostly 114 µM), for the others: at the highest dose activity change, negative = inhibition, most hits filed as inhibitors; 390,000 tested, 1.2% active; note: % is set by controls: 0 for no effect and ±100 for the full control effect
#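 Pol eta at 10 nM preincubated with compounds 15 min at room temperature; reaction started with fluorescent substrate (50 nM final) and read kinetically at 0 and 10 min.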
# Pol beta inh = inhibitors of human DNA polymerase beta | P06746 | Pol beta primer extension/strand displacement, fluorescence kinetic | Potency, µM (top dose mostly 114 µM), inactives show top-dose activity change, negative = inhibition, usual class: inhibitors | 340,000 tested, 1.3% active; note: % is set by controls: 0 for no effect and ±100 for the full control effect
#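 10 nM enzyme + cpd, 15 min RT; start with substrate 50 nM final; read 0 min and after 10 min RT. Corrected, normalized data; 4-parameter Hill curve fit.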
# POLK inh = inhibitors of human DNA polymerase kappa. Potency, µM (top dose mostly 107 µM), for inactives: at the top dose activity, negative = inhibition, hits mostly inhibitors. 400,000 tested, 0.53% active. AID 588579. purified Pol kappa, fluorescent DNA synthesis assay, 10 min; note: % is set by controls: 0 for no effect and ±100 for the full control effect
# Target sequence (Q9UBT6 whole entry, looked up): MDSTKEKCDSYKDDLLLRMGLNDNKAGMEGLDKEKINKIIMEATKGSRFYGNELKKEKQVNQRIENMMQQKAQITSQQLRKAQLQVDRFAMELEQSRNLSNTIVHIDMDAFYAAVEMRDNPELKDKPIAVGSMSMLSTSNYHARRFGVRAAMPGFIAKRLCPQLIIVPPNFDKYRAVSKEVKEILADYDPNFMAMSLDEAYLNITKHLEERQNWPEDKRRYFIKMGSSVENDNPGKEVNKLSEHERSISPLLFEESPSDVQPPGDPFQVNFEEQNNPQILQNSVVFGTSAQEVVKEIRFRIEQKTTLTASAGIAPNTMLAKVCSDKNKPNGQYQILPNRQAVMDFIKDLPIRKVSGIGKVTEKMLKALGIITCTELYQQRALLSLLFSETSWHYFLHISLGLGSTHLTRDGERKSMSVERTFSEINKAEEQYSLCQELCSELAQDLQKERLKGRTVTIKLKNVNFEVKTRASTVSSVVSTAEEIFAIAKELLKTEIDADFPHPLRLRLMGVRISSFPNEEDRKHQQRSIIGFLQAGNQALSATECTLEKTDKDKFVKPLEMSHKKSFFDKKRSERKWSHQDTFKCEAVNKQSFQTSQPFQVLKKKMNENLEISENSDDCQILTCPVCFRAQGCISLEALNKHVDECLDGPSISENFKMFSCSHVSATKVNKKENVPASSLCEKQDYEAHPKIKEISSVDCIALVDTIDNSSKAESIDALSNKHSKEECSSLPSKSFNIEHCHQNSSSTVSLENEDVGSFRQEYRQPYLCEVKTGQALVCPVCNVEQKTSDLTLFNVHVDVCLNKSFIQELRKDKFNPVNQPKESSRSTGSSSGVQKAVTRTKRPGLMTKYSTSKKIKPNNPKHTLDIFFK
#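 Kinetic fluorescence screen: compound preincubated 15 min RT with 10 nM enzyme; 50 nM substrate (final) initiates; reads at 0/10 min.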
# Active calls of the source: *; ? = inconclusive; · = no result given; & = joins results of further samples; [ ] = dose if it differs, or a comment. Calls come from the whole dose curve; as a rule, active = well fitted curve in the direction sought with a large enough effect; inconclusive = small, poorly fitted or top-dose-only effect, or another doubt; inactive = no such curve, though single readings can be large; an effect the other way counts as inactive or inconclusive. Potency is the fitted concentration of half-maximal effect.
# Sequence of screens – Pol iota inh	G9a block	Anesthetic bind	APE1 inh	Pol beta inh	POLH inh	BLM inh	BAZ2B block	POLK inh
> c1ccc(N2CCN(c3ccccc3)C2c2cccs2)cc1
    7%	-2%[12.7 µM]	?	15%	-18%	-3%	-7%	7%	-1%
> COc1ccc(/C(C)=N/Nc2ncc(Cl)cc2Cl)c(O)c1
    114%[activator]	15%	-3%	0%	1%	-19%	1%	-21%	-4%
> Cc1cccc(NC(=O)CC2S/C(=N/c3nccs3)N(C)C2=O)c1 (centres undefined)
    14%	-1%	-10%	0%	-20%	-13%	1%	0%	-13%
> CCC1(c2ccc(F)cc2)NC(=O)N(CC(=O)c2ccc[nH]2)C1=O (centres undefined)
    1%	-9%[12.7 µM]	1%	10%	-1%	?	-7%	4%	0%
> COc1ccc(CCNC(=O)CSc2nc(-c3ccco3)cc(C(F)(F)F)n2)cc1OC
    -9%	-1%[12.7 µM]	-7%	-3%	-24%	-7%	0%	-6%	-6%
> C/C=C\C(=O)Nc1cccc(C2=NOC3(C2)C[C@@H](C(N)=O)N(C(=O)c2ccc(Cl)cc2)C3)c1 (some centres undefined)
    -17%	32%[12.7 µM]	4%	14%	23%	7%	-5%	0%	0%
> Cc1ccc(C)c(NC(=O)CN2C(=O)COc3ccc(Cl)cc32)c1
    12%	28%[59 µM]	-3%	·	1%	-18%	-2%	5%	-8%
> Cc1cc(S(=O)(=O)Nc2ccc(C(=O)NCc3cccnc3)cc2)ccc1F
    14%	-15%[0.501 µM]	·	-1%	·	-8%	·	-5%	-2%
> O=C(O)/C=C/C(=O)NC1CCC(CC2CCC(NC(=O)/C=C/C(=O)O)CC2)CC1 (centres undefined)
    26%	·	-2%	10%	-1%	?	-5%	-11%	-1%
> CCOC(=O)C1=C(COC(=O)/C=C/c2cc(Br)ccc2F)NC(=O)NC1C (centres undefined)
    1%	13%[0.501 µM]	·	35%	·	-21%	·	6%	-2%
> COc1ccc(C(=O)NC2CCCCCC2)cc1S(=O)(=O)N1CCCC1
    85%[activator]	?	-7%	8%	24%	-2%	-1%	-17%	-13%
> COc1ccc(N(CC(=O)N2CCN(Cc3ccccc3)CC2)S(C)(=O)=O)cc1
    2%	·	?	-9%	8%	-7%	-1%	-19%	-13%
> Cc1onc(-c2c(Cl)cccc2Cl)c1CO/N=C(\C#N)c1c(Cl)cccc1Cl
    19%	79%[activator]	2%	1%	16%	-16%	-3%	-1%	-16%
> CCOC(=O)N/N=C/c1ccc(OC)c(O)c1
    26%	24%	2%	0%	32%	-13%	-11%	7%	-2%
> Cc1ccc(C2N=C(N)Nc3nc4ccccc4n32)cc1 (centres undefined)
    92%&-21%[activator]	8%	-12%&-8%	0%	0%&-26%	5%&-20%	2%&21%	-10%&0%	-14%
> CCOc1ccccc1CNCc1ccc(F)cc1
    85%[activator]	·	-5%	8%	27%	-11%	4%	-6%	2%
> COCCn1c(SC2CCOC2=O)nc2ccccc2c1=O (centres undefined)
    68%[activator]	-40%	-3%	?	?	-6%	0%	10%	-13%
> CCOC(=O)N1CCC(N2Cc3cccc(C(=O)N4CCN(c5cccc(C)c5C)CC4)c3C2=O)CC1
    13%	-34%	-20%	?	4%	-13%	-8%	1%	-3%
> Cn1c(-c2sc3cc(C(F)(F)F)cnc3c2-c2cccnc2)n[nH]c1=S
    1%	3.5µM*	-16%	5%	3%	-20%	-4%	-9%	-1%
> Cc1cc2nnc(SCC(=O)Nc3cc(S(=O)(=O)N4CCOCC4)ccc3Cl)n2c2ccccc12
    8%	-7%[59 µM]	-12%	-2%	13%	-19%	-11%	9%	-4%
> Cc1cc(C)c(C)c(S(=O)(=O)NNC(=O)c2cccc(S(=O)(=O)N3CCOCC3)c2)c1C
    -7%	-25%[59 µM]	-7%	-3%	16%	-20%	0%	0%	2%
> Cc1noc2ncnc(Oc3ccc(Cl)cc3Cl)c12
    95%[activator]	5%	?	3%	12%	0%	-5%	13%	-6%
> CCOC(=O)c1cnc(NCc2ccccc2)nc1C
    6%	6%[59 µM]	-7%	-4%	13%	0%	-4%	8%	-14%
> CCOC(=O)c1cnn(Cc2cccc(Cl)c2)c1C
    110%[activator]	-13%	-17%	-1%	-25%	-22%	4%	·	-1%
> CN(C)Cc1c(C(=O)N/N=C/c2ccccc2OCc2ccc(F)cc2)nnn1-c1nonc1N
    81%[activator]	-3%	9%	3%	5%	6%	-5%	-9%	-1%
> COc1ccc(OC)c2[nH]c(=O)c(CCNS(=O)(=O)c3ccc(C)cc3)cc12
    32%[activator]	-29%	-9%	-1%	53%	-10%	1%	4%	-2%
> COCCNc1nc(NCc2ccccc2)c2cnn(C)c2n1
    16%	?	-3%	21%	8%	-1%	1%	-8%[57.1 µM]	-5%
> Cc1noc(C)c1NC(=O)Nc1cccc2c1O[C@H](CN(C)C(=O)Nc1ccc3c(c1)OCO3)[C@@H](C)CN([C@H](C)CO)C2=O
    5%	·	·	-10%	·	-5%	·	·	-6%
> Cc1ccc(-n2c3nc(=O)[nH]c(=O)c-3cc3c(C)nn(-c4ccccc4)c32)cc1Cl
    -5%	28%[59 µM]	1%	·	8%	-8%	1%	·	6%
> CS(=O)(=O)c1ccc2nc(NC(=O)C3C4C=CC(C4)C3C(=O)O)sc2c1 (centres undefined)
    9%	?	10%	-19%	0%	4%	-6%	8%	-2%

# Of the compounds above, these have a COOH group:
# Sequence of screens – Pol iota inh	G9a block	Anesthetic bind	APE1 inh	Pol beta inh	POLH inh	BLM inh	BAZ2B block	POLK inh
> O=C(O)/C=C/C(=O)NC1CCC(CC2CCC(NC(=O)/C=C/C(=O)O)CC2)CC1 (centres undefined)
    26%	·	-2%	10%	-1%	?	-5%	-11%	-1%
> CS(=O)(=O)c1ccc2nc(NC(=O)C3C4C=CC(C4)C3C(=O)O)sc2c1 (centres undefined)
    9%	?	10%	-19%	0%	4%	-6%	8%	-2%

# Structures from the list above with a CF3 group (2):
# Sequence of screens – Pol iota inh	G9a block	Anesthetic bind	APE1 inh	Pol beta inh	POLH inh	BLM inh	BAZ2B block	POLK inh
> COc1ccc(CCNC(=O)CSc2nc(-c3ccco3)cc(C(F)(F)F)n2)cc1OC
    -9%	-1%[12.7 µM]	-7%	-3%	-24%	-7%	0%	-6%	-6%
> Cn1c(-c2sc3cc(C(F)(F)F)cnc3c2-c2cccnc2)n[nH]c1=S
    1%	3.5µM*	-16%	5%	3%	-20%	-4%	-9%	-1%

# Returning to the listing, starting five compounds before the break.
# Sequence of screens – Pol iota inh	G9a block	Anesthetic bind	APE1 inh	Pol beta inh	POLH inh	BLM inh	BAZ2B block	POLK inh
> COc1ccc(OC)c2[nH]c(=O)c(CCNS(=O)(=O)c3ccc(C)cc3)cc12
    32%[activator]	-29%	-9%	-1%	53%	-10%	1%	4%	-2%
> COCCNc1nc(NCc2ccccc2)c2cnn(C)c2n1
    16%	?	-3%	21%	8%	-1%	1%	-8%[57.1 µM]	-5%
> Cc1noc(C)c1NC(=O)Nc1cccc2c1O[C@H](CN(C)C(=O)Nc1ccc3c(c1)OCO3)[C@@H](C)CN([C@H](C)CO)C2=O
    5%	·	·	-10%	·	-5%	·	·	-6%
> Cc1ccc(-n2c3nc(=O)[nH]c(=O)c-3cc3c(C)nn(-c4ccccc4)c32)cc1Cl
    -5%	28%[59 µM]	1%	·	8%	-8%	1%	·	6%
> CS(=O)(=O)c1ccc2nc(NC(=O)C3C4C=CC(C4)C3C(=O)O)sc2c1 (centres undefined)
    9%	?	10%	-19%	0%	4%	-6%	8%	-2%
> COc1ccc(CCNC(=O)c2ccc3c(c2)CCN3S(=O)(=O)c2ccc(C)cc2)cc1
    ?	-31%[59 µM]	89%[activator]	·	13%	-19%	-4%	-4%	-25%
> COc1cccc(-c2nc(NCc3ccc(OC)cc3OC)c3ccccc3n2)c1
    ·	-44%[0.501 µM]	·	-4%	·	·	-5%	·	-3%[60.1 µM]
> COc1ccc(S(=O)(=O)N2CCN(C(=O)c3ccccn3)CC2)cc1
    -2%	-31%	·	-8%	·	-9%	·	9%	-7%
> COc1ccc(S(=O)(=O)Nc2cccnc2)cc1
    5%	·	6%	4%	-13%	?	-2%	-22%	3%
> CCOc1ccc(S(=O)(=O)NCc2cccnc2)c2ccccc12
    12%	16%[59 µM]	-2%	9%[12.4 µM]	10%	-11%	-7%	1%	-8%
> COc1ccc(NC(=O)Cc2ccsc2)cc1S(=O)(=O)N1CCOCC1
    39%	9%[12.7 µM]	·	14%	·	-15%	·	0%	8%
> CCNc1nc(SC)nc(N(C#N)CC(=O)OC)n1
    6%	-46%	-8%	9%	61%	13%	2%	5%	-4%
> CC(NC(=O)c1ccccc1F)c1cccc2ccccc12 (centres undefined)
    33%[activator]	0%[2.33 µM]	·	18%	·	-13%	·	7%	13%
> O=c1oc2ccc(Br)cc2cc1-c1csc(-c2ccc(Cl)cc2)n1
    31%[activator]	0%[59 µM]	-3%	·	19%	-11%	1%	3%	1%[60.1 µM]
> COc1ccc(OC)c(CCNC(=O)c2ccc3c(c2)N(Cc2ccccc2)CCS3)c1
    -2%&2%	-42%	-2%	62%[activator]	3%&15%	-12%&-18%	0%&-10%	-24%&-38%	11%&-4%
> CC(C)(C)C(=O)N/C(N)=N/c1nc2ccccc2o1
    48%[activator]	27%	-2%	-2%	22%	-5%	-6%	7%	-4%
> C=CCNC(=O)c1ccc(C)cc1Cl
    7%	24%[59 µM]	-11%	-2%	-1%	4%	-2%	2%	-11%
> O=C(NNS(=O)(=O)c1ccccc1)c1ccc(O)cc1
    24%	-16%[59 µM]	3%	0%	4%	0%	-4%	4%	-4%
> COc1cccc(CNC(=O)Cn2c(SCC(=O)Nc3ccc(C)c(C)c3)nc3ccccc32)c1
    7%	17%[59 µM]	46%[activator]	·	1%	-7%	0%	-5%	-1%[60.1 µM]
> Cc1ccccc1NC(=S)NCc1ccc(Cl)cc1
    4%	5%[59 µM]	-9%	-1%	-27%	-11%	-5%	1%	2%
> Cc1cccc(OCC(=O)N/N=C/c2cc([N+](=O)[O-])ccc2N2CCOCC2)c1
    6%	8%[59 µM]	-17%	5%	-24%	-16%	4%	-6%	-7%

# Printed as active in G9a block (from the list above):
mol	Pol iota inh	G9a block	APE1 inh	POLH inh	BLM inh	BAZ2B block	POLK inh
Cn1c(-c2sc3cc(C(F)(F)F)cnc3c2-c2cccnc2)n[nH]c1=S	1%	3.5µM*	5%	-20%	-4%	-9%	-1%

# A portion of the library; count on the stated rates, not on these rows.
